ABCB6 inh MLPCN = blocks the human ABCB6 transporter | Q9NP58 | K562-ABCB6 porphyrin accumulation, flow cytometry, 1 h; active compounds read low | fluorescence ratio to DMSO, % at 10 µM | actives 0.19% (n = 360,000) | AID 602162;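 active = fluorescence ratio to DMSO below 75%, the collection mean minus 3 SD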;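 also: signal is porphyrin accumulated inside mitochondria; 100% equals median channel fluorescence of DMSO control wells; lower ratio means ABCB6 inhibition with less porphyrin fluorescence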
Target sequence (Q9NP58 whole entry, looked up): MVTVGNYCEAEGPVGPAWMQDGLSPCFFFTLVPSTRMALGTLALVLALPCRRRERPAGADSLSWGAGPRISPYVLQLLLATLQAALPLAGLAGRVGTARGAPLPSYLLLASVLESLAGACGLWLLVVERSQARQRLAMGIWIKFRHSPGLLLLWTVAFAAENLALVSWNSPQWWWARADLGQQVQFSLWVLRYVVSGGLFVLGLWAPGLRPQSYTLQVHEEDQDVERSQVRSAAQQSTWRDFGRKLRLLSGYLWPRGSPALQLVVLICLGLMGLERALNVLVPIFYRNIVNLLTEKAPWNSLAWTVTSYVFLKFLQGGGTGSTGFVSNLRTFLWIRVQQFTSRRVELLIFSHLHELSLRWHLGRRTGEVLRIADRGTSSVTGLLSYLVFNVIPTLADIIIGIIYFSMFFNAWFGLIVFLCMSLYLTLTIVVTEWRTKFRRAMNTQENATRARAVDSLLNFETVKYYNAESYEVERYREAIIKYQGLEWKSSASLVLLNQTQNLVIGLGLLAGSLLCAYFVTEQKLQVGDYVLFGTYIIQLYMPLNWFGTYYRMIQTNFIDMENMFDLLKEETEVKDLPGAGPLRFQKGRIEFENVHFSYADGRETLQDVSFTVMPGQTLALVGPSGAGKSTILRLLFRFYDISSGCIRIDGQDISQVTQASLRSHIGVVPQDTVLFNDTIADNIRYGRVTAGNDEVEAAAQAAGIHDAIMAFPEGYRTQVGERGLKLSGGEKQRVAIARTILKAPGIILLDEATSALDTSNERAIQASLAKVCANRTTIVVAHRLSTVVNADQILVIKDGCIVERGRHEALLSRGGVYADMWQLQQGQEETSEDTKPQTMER
m5-HT2A agonist = agonists of mouse serotonin 5-HT2A receptor (HTR2A). actives 0.66% (n = 360,000). P35363. CHO-K1 mHTR2A beta-arrestin complementation, luminescence; percent of 30 µM serotonin response. activation, % at 7.6 µM. AID 624169;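 active = activation above a run cutoff, the mean activation of all tested compounds plus 3 SD, cut at about 14% in these data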;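 also: 0% = plate median of compound wells and 100% = 30 µM serotonin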
Granule exo inh = blocks lytic granule exocytosis. TALL-104 LAMP-1 surface exposure, flow cytometry; cells stimulated with thapsigargin and PMA. actives 0.66% (n = 360,000). AID 651702. inhibition, % at 10 µM;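 active = inhibition above about 55%, limit read from the data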
Glyco luc inh = blocks N-linked glycosylation in D54 reporter cells | D54 ERlucT glycosylation luciferase reporter, 24 h; percent of 100 nM tunicamycin response | reporter increase, % at 12.5 µM | actives 0.23% (n = 360,000) | AID 588692;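 active = mean luciferase reporter signal, scaled so untreated is 0 and the glycosylation-blocking control 100, at or above a set limit in every replicate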;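 also: luciferase carries N-glycosylation sites so blocking glycosylation raises the light; 0% = median of neutral control wells and 100% = median of 100 nM tunicamycin wells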
PDI inh = PDI (human) enzyme inhibition. P07237. PDI insulin aggregation turbidity, A650, 90 min. inhibition, % at 10 µM. actives 0.052% (n = 350,000). AID 588391;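 active = mean inhibition across replicates of 30% or more, whatever share of single replicates reach that level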;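 also: absorbance from insulin aggregation driven by PDI reduction with DTT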
CaV13 FRET inh = Primary screen for inhibitors of IQ motif and Ca2+-dependent inactivation inhibitor domain binding in CACNA1D, Förster resonance energy transfer in living cells, … | HEK cells, CFP/YFP FRET ICDI-IQ, plate reader, 10 min; percent FRET-ratio fall versus neutral wells | inhibition, % at 12.3 µM | actives 0.098% (n = 340,000) | AID 743397;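 active = mean replicate inhibition of at least 30% and at least 1% of replicates passing that level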;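 also: 0% = median of the neutral control wells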
ABHD5-PLIN5 inh = inhibitors of human ABHD5-perilipin-5 interaction | Q00G26+Q8WTS1 | inhibition, % at 4 µM | actives 0.78% (n = 360,000) | Split G. princeps luciferase complementation, luminescence, 4 h;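 active = inhibition above the mean inhibition across every tested compound plus 3 SD, cut at about 22% in these data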;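 also: 0% = DMSO only wells and the 100% control is not disclosed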
MC4R antagonist = antagonists of human melanocortin 4 receptor (MC4R). P32245. MC4R-expressing cells, MTII-stimulated cAMP, LANCE TR-FRET. inhibition, % at 6.5 µM. actives 0.48% (n = 360,000);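 active = inhibition above its plate's cutoff, the mean of tested wells on that plate plus 3 SD, cut at about 29% in these data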;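 also: 0% = Melanotan II alone and 100% = Melanotan II plus saturating MCL0020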
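Assay system: U2OS-MC4R stable cell line; Also added: Melanotan II; Technique: Eu-cAMP/anti-cAMP TR-FRET, emission 671 nm; Times: 30-min compound, 1-h challenge, 1-h detection, room temperature.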
H9c2 protect = myocardial damage modulation in H9c2 cells; actives 0.63% (n = 360,000); H9c2 cardiomyocytes, H2O2 injury protection, ATPLite, 2 h; AID 588492; protection from H2O2 cell death, % at 20 µM;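 active = compounds giving at least 50% protection of heart cells from peroxide-induced death in the single-dose screen, raw or plate-pattern-corrected value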;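 also: 0% = DMSO wells with peroxide and 100% = DMSO wells without peroxide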
MC4R ag barr = activates human MC4R beta-arrestin recruitment | U2OS MC4R beta-arrestin complementation, luminescence; percent of melanotan II response, DMSO zero | activation, % at 8.9 µM | actives 0.98% (n = 360,000);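 active = activation above a per-plate cutoff, the mean activation of sample wells on that plate plus 3 SD, cut at about 8% in these data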
Active calls of the source: *; x = no result given.

Below each SMILES – ABCB6 inh MLPCN	m5-HT2A agonist	Granule exo inh	Glyco luc inh	PDI inh	CaV13 FRET inh	ABHD5-PLIN5 inh	MC4R antagonist	H9c2 protect	MC4R ag barr
(1) COc1cc(Cl)c(C)cc1NC(=O)CC1CCCC1
→ 97	3	-9	-3	-8	-3	-3	2	3	-0.2
(2) CC(=O)c1ccc(NC(=O)CSc2ccc(-c3ccc4c(c3)OCO4)nn2)cc1
→ 97	-1	2	-1	3	-5	2	8	-7	-1.1
(3) CCC1(CC)NC(=S)NC1=S
→ 101	5	-1	1	8	-6	-2	11	0	-2.2
(4) Cc1cc(NC(=O)CC23CC4CC(C2)CC(CC(=O)Nc2cc(C)on2)(C4)C3)no1
→ 96	-1	2	1	-1	-5	-4	-2	5	0.5
(5) Cc1cccc(NC(=S)N2CCN(c3ccccn3)CC2)c1
→ 97	2	-2	0	-1	-5	-1	2	1	-1.1
(6) Cc1cc2nc(-c3cccc(Cl)c3)c(Cc3ccccc3)n2c(C)c1Br
→ 97	0	2	0	x	x	10	x	-1	x
(7) Cc1ccc(C(=O)CC(c2cccs2)S(=O)(=O)c2ccc(C)cc2)cc1 (centres undefined)
→ 85	0	4	7	-4	-3	-1	2	-15	-1.5
(8) COc1cc(C(=O)O/N=C2\CCCc3c2ccc(OC)c3[N+](=O)[O-])cc(OC)c1OC
→ 96	6	-10	2	0	-6	7	9	7	0.7
(9) CNC(=S)N/N=C/c1cn(Cc2c(F)cccc2Cl)c2ccccc12
→ 94	1	4	0	10	-6	5	4	-12	-0.5
(10) Cc1ccc(NC(=O)CSc2nnnn2-c2ccc3c(c2)OCO3)cc1C
→ 91	4	1	0	-8	x	0	8	-17	7.7
(11) CCOC(=O)C1=C(C)Nc2ccccc2N=C1NC(=O)Cc1ccc(Cl)c(Cl)c1
→ 99	2	-2	-4	-3	-2	6	-2	6	-0.8
(12) CC(C)c1ccc(C(=O)NC(=S)NCc2cccnc2)cc1
→ 99	3	3	0	0	-3	0	16	-10	3.7
(13) CCCN(CCC)CCCNC(=S)Nc1ccc2nc(N3CCN(C)CC3)cc(C)c2c1
→ 97	3	1	3	2	-6	3	1	2	-1.2
(14) COc1ccccc1C1NC(=O)CS1 (centres undefined)
→ 98	3	-14	2	20	-5	1	-4	6	-0.3
(15) Cc1ccc(S(=O)(=O)N=C2SCCCS2)cc1
→ 112	-6	-3	8	5	x	-6	3	39	-0.7
(16) COc1ccccc1NS(=O)(=O)c1cccc(C(=O)OCC(=O)Nc2cc(C)on2)c1
→ 98	-6	-1	1	1	-6	-2	2	-6	-1.9
(17) CCOC(=O)c1oc2ccc(S(=O)(=O)n3nc(-c4cc(OC)c(OC)c(OC)c4)cc3N)cc2c1C
→ 98	0	8	6	1	-1	-2	17	-4	-3.5
(18) O=C(CCNC(=O)c1ccc(Cl)cc1)NC1CCCc2ccccc21 (centres undefined)
→ 96	-1	-2	-11	3	-2	-5	1	6	-1.5
(19) COc1ccc(-c2nc3ccc(C)cn3c2Cc2cccc(Cl)c2)cc1OC
→ 95	-4	-2	-3	x	-3	-3	x	1	x
(20) COc1ccc(NC(=O)CN2C(=O)C(C)SC(C)C2=O)cc1 (centres undefined)
→ 105	-1	1	2	-5	-3	5	31*	9	-3.3
(21) Cc1nc(NC(=O)c2oc3ccccc3c2C)sc1C(=O)N(C)C
→ 98	2	-7	1	-12	-5	3	3	2	0.5
(22) COc1ccc(/C=N/NS(=O)(=O)c2ccccc2)cc1OC
→ 85	-3	4	0	3	-14	-4	-5	-2	-1.1
(23) COc1cc(OC)nc(NC(=O)CN2CCN(c3ccc(F)cc3)CC2)n1
→ 103	-7	0	2	8	-6	-1	14	2	-0.4
(24) CC(=O)c1sc(NCc2ccccc2)nc1C
→ 88	5	-6	4	3	-7	-1	3	-4	-0.4
(25) COc1cc(OC)c2c(-c3ccccc3)cc(C3CCCCC3)nc2c1
→ 102	1	-2	4	-9	-3	0	-1	-17	-0.2
(26) CN(C)CCNC(=O)c1[nH]c(C(F)(F)F)nc1-c1ccccc1
→ 90	5	2	3	x	-7	1	x	2	x
(27) CCOc1ccc(OCCNCc2ccc(OC(C)C(=O)N(C)C)c(OCC)c2)cc1 (centres undefined)
→ 98	2	0	0	2	-2	1	-3	-6	-1.9
(28) COc1ccc(Cl)cc1NC(=O)Cn1c(C)csc1=O
→ 92	4	-2	2	-1	-3	6	-1	6	-2.4
(29) COc1cc2c(cc1OC)C(c1cccc([N+](=O)[O-])c1)NC(=O)C2 (centres undefined)
→ 96	5	0	3	3	11	2	-3	-2	-1.4
(30) CC[C@@H](C)[C@H](NC(=O)Cc1c(C)c2c(cc(C)c3c(C)c(C)oc32)oc1=O)C(=O)O
→ 97	-1	12	2	-8	-3	-4	10	2	0.1
(31) CCOc1cc(C2NC(=O)NC(C)=C2C(=O)NCc2ccccc2)c(Cl)cc1O (centres undefined)
→ 93	2	-2	-1	2	-7	-1	-1	0	-1.0
(32) COc1ccc(/C=N/NC(=O)CCc2c(C)n[nH]c2C)cc1OC
→ 92	6	3	1	5	-4	-4	-3	5	-2.0
(33) O=C(Nc1ccc(F)cc1)C1CCN(S(=O)(=O)c2cccc3nonc23)CC1
→ 99	-5	11	4	-3	-7	4	3	-3	0.1
(34) CCCCCOc1ccc(NC(=O)CSc2cccc3cccnc23)cc1
→ 92	5	3	1	1	-5	-6	3	-11	2.2
(35) Cc1ccccc1OCC(=O)N/N=C/c1ccc2c(c1)OCCO2
→ 91	-1	3	2	-5	-10	0	1	-2	1.3
(36) Cn1cc(CN2CCC(C(=O)N3CCCCC3)CC2)c(-c2ccccc2F)n1
→ 96	2	0	0	12	-4	9	-1	-1	2.4
(37) O=C(O)C1CCCN(S(=O)(=O)c2ccccc2)C1 (centres undefined)
→ 95	4	1	1	9	-6	-1	3	2	-1.1
(38) Cc1nc(CSc2nnc(N)s2)cs1
→ 104	2	0	1	4	-6	-8	10	2	-2.1
(39) Cc1ccc2c(CN(C)Cc3ccccc3)cc(=O)oc2c1C
→ 96	-10	-18	-15	-8	-3	-7	1	-13	2.1
(40) Nc1nonc1-n1nnc(C(=O)N/N=C/c2cccc(Cl)c2)c1-c1ccc2c(c1)OCO2
→ 101	-1	-5	3	-8	-2	-4	11	5	-2.9
(41) CC(=O)CCn1c(=O)n(CCC(C)=O)c(=O)n(CCC(C)=O)c1=O
→ 96	2	-3	0	5	x	5	9	-4	0.7
(42) Cc1ccnc(NC(=O)c2ccoc2C)c1
→ 101	5	-5	-1	4	-6	-3	8	2	-1.9
(43) Cc1ccccc1NS(=O)(=O)c1cc(C(=O)Nc2cccnc2)ccc1C
→ 92	5	-8	-1	0	-4	4	8	12	-0.7
(44) CCN1CCN(S(=O)(=O)CC2(C)C3CCC2(C)C(=O)C3Br)CC1 (centres undefined)
→ 93	0	0	2	-3	-13	-1	0	4	-1.2
(45) CCOC(=O)C1=C(C#N)C(C(=O)OCC)c2ncccc21 (centres undefined)
→ 96	8	6	6	-5	-6	8	-5	-4	0.1

Among those listed so far, four have a furan ring, fused or not.
Below each SMILES – ABCB6 inh MLPCN	m5-HT2A agonist	Granule exo inh	Glyco luc inh	PDI inh	CaV13 FRET inh	ABHD5-PLIN5 inh	MC4R antagonist	H9c2 protect	MC4R ag barr
(17) CCOC(=O)c1oc2ccc(S(=O)(=O)n3nc(-c4cc(OC)c(OC)c(OC)c4)cc3N)cc2c1C
→ 98	0	8	6	1	-1	-2	17	-4	-3.5
(21) Cc1nc(NC(=O)c2oc3ccccc3c2C)sc1C(=O)N(C)C
→ 98	2	-7	1	-12	-5	3	3	2	0.5
(30) CC[C@@H](C)[C@H](NC(=O)Cc1c(C)c2c(cc(C)c3c(C)c(C)oc32)oc1=O)C(=O)O
→ 97	-1	12	2	-8	-3	-4	10	2	0.1
(42) Cc1ccnc(NC(=O)c2ccoc2C)c1
→ 101	5	-5	-1	4	-6	-3	8	2	-1.9

Next part:
#	SMILES	ABCB6 inh MLPCN	m5-HT2A agonist	Granule exo inh	Glyco luc inh	PDI inh	CaV13 FRET inh	ABHD5-PLIN5 inh	MC4R antagonist	H9c2 protect	MC4R ag barr
46	COc1ccc(NC(=O)c2c(NC(=O)CNCc3ccco3)sc3c2CCC3)c(OC)c1	108	-1	-1	-1	-12	x	-4	2	29	-1.4
47	COCc1cc(C)n(CC(=O)Nc2ccccc2OC)c(=O)c1C#N	95	-6	2	1	-3	-3	1	0	-5	-0.6
48	COCCNC(=O)C(c1ccc(F)cc1)N(Cc1ccco1)C(=O)CCC(=O)Nc1ccccn1 (centres undefined)	98	0	12	1	-8	-3	5	16	-1	-0.2
49	COc1ccc(C(=O)NCc2nnc(SCC(=O)Nc3nc4ccccc4s3)o2)cc1	102	10	0	5	-7	-5	-6	15	-2	0.0
50	O=C(NC(=S)Nc1ccccc1Cl)c1csnn1	100	2	-1	-1	0	-8	-19	1	-3	-0.2
51	CC/C(=N\O)c1ccc(O)c(OC)c1	99	1	2	0	2	x	-5	2	4	-0.2

From PubChem BioAssay
